# Source: PubChem BioAssay (several laboratories)
# V-ATPase pHluor: regulators of yeast V-ATPase proton transport; S. cerevisiae, pHLuorin cytosolic pH fluorescence; response, % at 10 µM; actives 0.37% (n = 350,000); AID 504577; in the data active = response mostly above about 7.3%, no sharp cut-off; inactive = mostly below about 5.4%; note: actives read high; inactives centre near 0; some compounds called inactive have numbers as strong as hits; reference of the scale not given here
# CDK5 inh: blocks human CDK5/p35 kinase activity; Q00535+Q15078; Recombinant CDK5/p35, ADP-Glo luminescence, 60 min; inhibition, % at 10 µM; actives 0.01% (n = 330,000); AID 488839;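 active = highest replicate inhibition of at least 50% and at least 75% of replicates reaching 50%; inconclusive = only one of the two criteria met; inactive = both criteria failed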;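 note: plate controls were DMSO neutral control for no effect and GW8510 at 10 µM for full effect; many of its hits are not listed in these tables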
# Target sequence (Q00535 whole entry, looked up): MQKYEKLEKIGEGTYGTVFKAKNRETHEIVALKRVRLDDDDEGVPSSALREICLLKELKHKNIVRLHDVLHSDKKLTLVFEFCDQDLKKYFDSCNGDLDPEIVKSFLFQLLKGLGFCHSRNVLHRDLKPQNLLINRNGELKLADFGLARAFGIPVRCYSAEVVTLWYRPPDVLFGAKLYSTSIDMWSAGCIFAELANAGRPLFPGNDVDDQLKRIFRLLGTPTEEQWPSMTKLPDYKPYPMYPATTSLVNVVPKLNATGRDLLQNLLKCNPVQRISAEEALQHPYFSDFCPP
# Target sequence (Q15078 whole entry, looked up): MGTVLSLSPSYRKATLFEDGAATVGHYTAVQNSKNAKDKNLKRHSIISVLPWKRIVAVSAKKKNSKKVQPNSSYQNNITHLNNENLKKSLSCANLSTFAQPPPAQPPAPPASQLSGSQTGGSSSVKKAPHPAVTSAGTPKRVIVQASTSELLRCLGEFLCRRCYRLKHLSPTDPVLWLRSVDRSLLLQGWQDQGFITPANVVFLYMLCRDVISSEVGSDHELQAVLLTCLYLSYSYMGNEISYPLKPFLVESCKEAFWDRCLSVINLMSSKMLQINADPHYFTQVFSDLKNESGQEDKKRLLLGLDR
# dFosB act: activators of mouse delta FosB homodimer | actives 0.99% (n = 340,000) | activation, % at 25 µM | P13346 | purified delta FosB, TAMRA-CDK5 oligo fluorescence polarization; percent of positive-control signal above neutral wells;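 active = mean activation above about 17%, with every replicate also reaching it, limit read from the data, passing the limit was not always enough; inconclusive = only one of the two conditions met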;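 note: fluorescence polarization rise as delta FosB binds a TAMRA Cdk5 AP-1 oligo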
# NSD2 HMT inh: NSD2 (human) methyltransferase inhibition; O96028; NSD2 peptide methylation, AlphaScreen, 120 min; inhibition, % at 12.5 µM; actives 0.54% (n = 310,000); AID 743445; in the data active = inhibition above about 50%
# SR-BI DiI inh: inhibitors of mouse SR-BI mediated HDL lipid uptake; AID 488896; Q61009; ldlA[mSR-BI] CHO cells, DiI-HDL uptake fluorescence, 3 h; inhibition, % at 12.5 µM; actives 0.96% (n = 320,000);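 active = mean replicate inhibition of at least 70% and a set share of replicates each scoring 70 or more; inconclusive = meets just one of the two criteria; inactive = fails both criteria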;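 note: 0% = median of neutral control wells and 100% = median of positive control wells; values of inactives mirror those of a sister screen read the other way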
# Target sequence (Q61009 whole entry, looked up): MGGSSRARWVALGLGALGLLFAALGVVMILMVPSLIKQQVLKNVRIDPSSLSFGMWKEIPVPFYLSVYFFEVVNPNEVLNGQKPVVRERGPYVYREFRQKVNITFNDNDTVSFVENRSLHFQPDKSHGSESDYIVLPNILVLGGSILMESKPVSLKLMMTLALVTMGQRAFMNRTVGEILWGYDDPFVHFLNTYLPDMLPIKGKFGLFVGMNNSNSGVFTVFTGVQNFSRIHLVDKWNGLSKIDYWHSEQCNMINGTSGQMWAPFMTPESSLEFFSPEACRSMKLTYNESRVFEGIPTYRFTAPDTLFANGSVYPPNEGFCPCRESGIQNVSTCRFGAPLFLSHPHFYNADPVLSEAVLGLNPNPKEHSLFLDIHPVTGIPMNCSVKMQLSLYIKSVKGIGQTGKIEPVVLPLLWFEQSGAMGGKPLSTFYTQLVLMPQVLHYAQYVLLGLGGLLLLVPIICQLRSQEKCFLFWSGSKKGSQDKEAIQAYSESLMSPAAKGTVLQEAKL
# Wnt bcat act: Wnt/beta-catenin pathway activation. Wnt/beta-catenin reporter cell assay, activator, plate reader. activation, % at 9.35 µM. actives 1.2% (n = 300,000); in the data active = activation above about 30%, passing the limit was not always enough; inconclusive = no clear call, values can overlap the other calls;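 note: 0% = neutral control wells and 100% = positive control wells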
# HTR5A inv ag: inverse agonist of human HTR5A in OPRM1-OPRD1 counter-screen; P47898; HTR5A cell line, luminescence, inverse agonism; inhibition, % at 9.3 µM; actives 0.083% (n = 340,000); AID 504634; in the data active = inhibition mostly above about 23%, no sharp cut-off; inactive = mostly below about 18%;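 note: 0% = cells with DMSO and 100% = no-cell wells with DMSO; some compounds called inactive have numbers as strong as hits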
# PvdQ inh: blocks Pseudomonas aeruginosa PvdQ acylase activity; actives 0.063% (n = 340,000); inhibition, % at 10 µM; purified PvdQ acylase, fluorescence plate reader; AID 488965; in the data active = inhibition above about 30%, passing the limit was not always enough; inconclusive = no clear call, values can overlap the other calls;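 note: 0% = vehicle neutral wells and 100% = reference inhibitor wells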
# HTR5A ag: counter-screen for OPRM1-OPRD1 agonists: human HTR5A agonism; HTR5A agonist assay, luminescence, cell-based; activation, % at 9.3 µM; actives 0.61% (n = 340,000); AID 504692; in the data active = activation mostly above about 9.5%, no sharp cut-off; inactive = mostly below about 7.6%;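 note: 0% = cells with vehicle only and 100% = reference agonist; strong numbers were not always called active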
# MITF act: activators of MITF-driven TRPM1 promoter activity in SK-MEL-5 cells; SK-MEL-5 TRPM1-promoter luciferase, 24 h; % of positive control, neutral wells = 0; activation, % at 12.5 µM; actives 0.75% (n = 300,000); AID 588334;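 active = mean activation of at least 80% with every replicate also reaching 80%; inconclusive = mean reaches 80% but some replicate falls short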;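 note: 0% = neutral control wells and 100% = parthenolide positive control wells; values of inactives mirror those of a sister screen read the other way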
# An asterisk follows results filed as active; ? = inconclusive; . = no result given; & = joins results of further samples.
# Values run as follows: V-ATPase pHluor, CDK5 inh, dFosB act, NSD2 HMT inh, SR-BI DiI inh, Wnt bcat act, HTR5A inv ag, PvdQ inh, HTR5A ag, MITF act
- O=C(N/C(=C/c1cccnc1)C(=O)N1CCOCC1)c1ccccc1Cl
  0, 1.5, 0, -2, -12, 2, 14, 6, -5, 2
- CC(NS(=O)(=O)c1ccc(CCC(=O)NCc2ccco2)cc1)c1ccccc1 (stereo not drawn)
  2, -1.4, 0, -1, -7, 2, 20, -9, -8, 5
- CCc1ccc(C(=O)CSc2nnc(C)c(=O)[nH]2)cc1
  -1, -0.7, -9, -2, -16, -1, 35, -4, -13, -3
- CCC(OC(=O)c1ccco1)C(=O)NCc1ccco1 (stereo not drawn)
  3, -1.9, 0, -2, -21, -4, -4, -6, -2, -4
- Cc1nn(Cc2ccccc2)c(C)c1/C=N/NC(=O)c1cccnc1
  -2, -0.4, 5, 0, 5, -2, -11, -9, 1, 3
- COc1ccc(-c2cc(=O)oc3cc(OCC(=O)NCCCn4ccnc4)ccc23)cc1
  2, -5.6, 3, ., 25, -1, 10, -16, 3, 3
- COc1ccc(NC(=O)Cn2nnc(C(=O)NCCc3ccccc3)c2N)cc1
  -2, 0.0, 29*, 3, -4, -3, 5, -20, -2, -4
- CC(C)NC(=O)NC(=O)CSc1nncs1
  3, 0.5, -15, 2, 0, -11, 7, -18, 1, -1
- COc1ccccc1N1CCN(C2CCCN(C(=O)CCc3cnccn3)C2)CC1 (stereo not drawn)
  -3, -0.4, -12, 3, -4, 0, -11, -14, 8, 3
- CCCn1c(OC)nc2c1c(=O)n(C)c(=O)n2C
  2, -2.7, -7, ., ., -1, 6, -9, -2, -22
- COc1ccccc1C(=O)Nc1ccc(C)c(S(=O)(=O)N2CCCCC2)c1
  -2, 0.1, -17, -1, 55, -5, 10, -8, -4, -6
- CCCCN(C)CCC(=O)Nc1ccc2c(c1)CCC2
  0, 1.0, -4, 4, 11, -1, -1, 10, 0, 0
- Cc1ccc2nc(SCC(=O)N3CCCCCC3)nc(=O)n2c1
  -1, 0.8, -1, -1, -17, 0, -25, -3, 10, 10
- Cc1noc(C(=O)NCc2ccccc2)c1Cl
  7, -0.5, -11, ., -20, -3, 27, 9, -9, 13
- O=C(NC(=S)Nc1ccc(Br)cn1)c1cncc(Br)c1
  0, 0.3, -4, 4, -12, ., 0, 0, -1, -6

# dFosB act, entries above that show a hit.
Structure | V-ATPase pHluor | CDK5 inh | dFosB act | NSD2 HMT inh | SR-BI DiI inh | Wnt bcat act | PvdQ inh | MITF act
COc1ccc(NC(=O)Cn2nnc(C(=O)NCCc3ccccc3)c2N)cc1 | -2 | 0.0 | 29* | 3 | -4 | -3 | -20 | -4

# Next section:
# Values run as follows: V-ATPase pHluor, CDK5 inh, dFosB act, NSD2 HMT inh, SR-BI DiI inh, Wnt bcat act, HTR5A inv ag, PvdQ inh, HTR5A ag, MITF act
- COc1ccc(C2N=C(c3ccccc3)NO2)cc1OC (stereo not drawn)
  4, -0.1, -6, -4, ., 1, -5, 14, 2, 68
- CCN(CC)C(=O)CSc1nc2cccnc2n1-c1ccccc1OC
  0, 0.7, 0, -2, -8, ., -23, -6, 4, -5
- CCOC(=O)/C(C#N)=C\c1cccnc1
  1, -2.3, -4, 0, -25, 0, 19, -7, -7, 5
- COC(=O)c1ccccc1C(=O)N1CCOCCN(C(=O)c2ccccc2C(=O)OC)CCOCC1
  -2, ., 7, -4, -22, -2, -2, 12, 3, 17
- CC(=O)N1c2ccc(S(=O)(=O)N(C)CC(=O)NCc3ccccc3)cc2CC1C (stereo not drawn)
  1, 1.1, -4, 0, -5, -1, 22, 2, 1, -4
- CCOC(=O)Cc1cc(=O)c2cc(C)ccc2[nH]1
  2, -0.4, -4, -2, 17, 1, -6, -1, 2, 0
- Cc1cccc(S(=O)(=O)N2CCC(CO)(Cc3ccccc3)CC2)c1
  1, 1.8, -5, 0, -6, -5, -7, 12, 3, 9
- CCOC(=O)CSc1cc(CSc2ccccc2)nc(-c2ccccc2)n1
  0, 0.5, -9, -3, -43, ., -5, -15, 2, 0
- Cc1ccc(NC(=O)c2cc(-c3ccccc3)nn2-c2ccccc2)cc1
  0, 2.3, 0, -2, 49, -1, -12, 7, 2, 3
- O=C(CC1CCOCC1)Nc1ccc(Cl)c(Cl)c1
  -3, -0.8, -4, -2, -16, 6, -6, 4, 2, 11
- O=C(CCCN1C(=O)CCC1=O)Nc1ccc(Cl)c(C(F)(F)F)c1
  5, -0.3, 0, -2, -16, 20, 6, 14, -4, 2
- COc1ccc(NC(=O)CSc2ccc3nnc(CCNC(=O)c4ccccc4)n3n2)cc1OC
  1, -0.3, -2, 0, 3, 1, 8, 9, 1, -2
- Cc1nc(NC(=S)NC(=O)c2cccs2)sc1C(=O)N(C)C
  4, 0.6, -11, 2, -15, 1, -4, -7, -2, 13
- O=C(Nc1nccs1)C1CC=CCC1 (stereo not drawn)
  -1, -0.4, -5, -2, -3, -2, 24, 3, 1, 0
- O=c1cc(-c2ccc(O)c(O)c2)oc2ccc3ccccc3c12
  7, 0.4, -2, ., 34, -9, -12, -11, 5, -88
- CC1(C)Cc2cccc(OCC(=O)Nc3ccccc3N3CCOCC3)c2O1
  -2, -0.7, -5, 1, 59, -5, -7, 4, 3, 2
- CCN1CC(CN(C)Cc2nc(Cc3ccccc3)no2)CC1=O (stereo not drawn)
  -2, 0.0, 1, 4, -16, -1, -3, -8, 1, -5
- CC(=O)NCCc1nc2ccccc2[nH]1
  1, 0.9, -9, ., -4, -5, -1, -8, 0, -2
- COc1cc2c(cc1OC)CN(C(=O)CCCOc1ccc(Cl)cc1Cl)CC2
  1, -1.3, 3, 1, 6, ., -9, 0, 1, 9
- CC/C(Cc1ccccc1)=N/NC(=O)CNC(=O)c1ccc(Cl)cc1Cl
  1, -0.3, -1, 5, 17, -1, 9, 3, 6, -9
- C#CCOc1ccc2c(C)cc(=O)oc2c1
  4, -1.8, -14, ., 3&5, 2, -1, -9&-6, 0, 20
- CCn1c(CCC(=O)Nc2cc(F)ccc2C)nc2cc(S(=O)(=O)N(C)C)ccc21
  0, -0.4, -5, -1, 34, 7, -19, -16, 0, .
- COc1ccc(CNC(=O)C(CCSC)NS(=O)(=O)c2ccccc2F)cc1 (stereo not drawn)
  4, 1.7, -7, -1, -22, -2, -19, -7, 2, 10
- CSc1nc2nc(-c3cccc(C(F)(F)F)c3)ccn2n1
  2, 0.7, -10, -2, 9, 30, 35, -4, 6, 5
- O=C(CSc1ccccc1)Nc1nnc(C2CC2)s1
  -2, 0.5, -2, -1, -3, 0, -15, -16, 0, -2
- O=C(CNC(=O)c1ccc(S(=O)(=O)N2CCCC2)cc1)N/N=C/c1ccc(Cl)cc1
  2, 0.4, 0, -2, 72*, -3, 12, 0, 0, -5
- Cc1ccc(NS(=O)(=O)c2cccc(C(=O)NCCCN3CCOCC3)c2)cc1
  0, -0.2, -5, -4, -1, -2, 15, 13, -4, -9
- Cc1ccsc1-c1nc(-c2ccccc2)c(-c2ccccc2)[nH]1
  1, 0.5, -1, 2, 71*, 53*, -47, -14, 7, .
- Cc1sc2nc(CSc3nnc(Cc4cccs4)n3C3CCCCC3)[nH]c(=O)c2c1C
  2, -0.5, -14, 1, -2, ., 20, 4, -3, 8
- CN(Cc1ccccc1)C(=O)CCC1CCN(C(=O)c2ccccc2C(F)(F)F)CC1
  3, -2.6, -8, -4, 12, 0, 5, -22, 4, -1
- CCOC(=O)CSc1cc(C)nc2ccc(OC)cc12
  1, -13, -2, 5, 0, -3, 1, -3, 0, -5
- CCC1=NN2C(=N)/C(=C\c3ccc(OCCOc4ccc(NC(C)=O)cc4)cc3)C(=O)N=C2S1
  -3, 1.6, -4, 5, -9, -2, 8, -15, -2, -6
- COCCNC(=O)C1CC(=O)N(c2ccc(OC)cc2)C1c1ccc(OC)cc1 (stereo not drawn)
  0, -0.6, -1, -3, 2, 1, 7, 3, -3, 7
- Cc1c(NC(=O)/C(C#N)=C\c2cccs2)c(=O)n(-c2ccccc2)n1C
  -2, ., 6, -4, -17, ., 16, -7, -2, -25
- COc1cc(C(Nc2ccc(S(=O)(=O)NCC3CCCO3)cc2)C(=O)NC(C)(C)C)cc(OC)c1OC (stereo not drawn)
  -1, -0.6, -3, -3, -22, 2, 5, -11, -2, 1
- O=C(Cn1cccc1)N1CCN(C(c2ccccc2)c2ccccc2)CC1
  -1, 0.6, -7, 1, -14, ., -6, -5, 4, 1
- Cc1ccc(S(=O)(=O)CCc2nnc(NC(=O)COc3cccc(C)c3)s2)cc1
  2, -0.1, 3, 0, 14, -3, -6, -15, 2, -5
- Cc1ccc(N2C(=O)C(CC(=O)Nc3cccc(F)c3)N(C3CC3)C2=O)cc1 (stereo not drawn)
  3, 0.2, -8, ., -21, 0, -3, -1, 2, .
- Cc1cc(C)c2c(c1)NC(c1cc3c(cc1Br)OCO3)C1CC=CC21 (stereo not drawn)
  0, -0.5, -1, 0, ?, -7, -8, -1, 3, 5
- CCCCC(c1nnnn1Cc1ccco1)N1CCN(C(=O)c2ccco2)CC1 (stereo not drawn)
  -3, -0.1, -7, -1, -11, -2, -23, -5, 5, -6
- COc1ccc(-c2nnc(SCC(=O)NC3CCCC3)n2C)cc1
  -2, -0.9, 1, 1, -22, -3, -9, -12, 0, 10
- CC(C)(O)CN(C(=O)C(c1ccccc1)c1ccccc1)C1CCCCC1
  -4, 0.2, -14, -1, -11, 1, 3, -8, -1, -4
- Cc1cc(NS(=O)(=O)c2ccc3c(c2)OCCO3)no1
  -1, -9.4, -1, 28, 4, 0, -1, -20, 1, .
- O=C(COc1ccccc1-c1ccccc1)N/N=C/c1ccncc1
  4, 0.5, -13, 0, 18, 0, -14, 13, 5, 8
- CC1=C(C(=O)Nc2ccccc2)C(c2ccncc2)n2nnnc2N1 (stereo not drawn)
  2, -0.7, -8, -3, -16, ., -11, 3, 0, .

# By substructure: the compounds so far containing a Cl atom
# Values run as follows: V-ATPase pHluor, CDK5 inh, dFosB act, NSD2 HMT inh, SR-BI DiI inh, Wnt bcat act, HTR5A inv ag, PvdQ inh, HTR5A ag, MITF act
- O=C(N/C(=C/c1cccnc1)C(=O)N1CCOCC1)c1ccccc1Cl
  0, 1.5, 0, -2, -12, 2, 14, 6, -5, 2
- Cc1noc(C(=O)NCc2ccccc2)c1Cl
  7, -0.5, -11, ., -20, -3, 27, 9, -9, 13
- O=C(CC1CCOCC1)Nc1ccc(Cl)c(Cl)c1
  -3, -0.8, -4, -2, -16, 6, -6, 4, 2, 11
- O=C(CCCN1C(=O)CCC1=O)Nc1ccc(Cl)c(C(F)(F)F)c1
  5, -0.3, 0, -2, -16, 20, 6, 14, -4, 2
- COc1cc2c(cc1OC)CN(C(=O)CCCOc1ccc(Cl)cc1Cl)CC2
  1, -1.3, 3, 1, 6, ., -9, 0, 1, 9
- CC/C(Cc1ccccc1)=N/NC(=O)CNC(=O)c1ccc(Cl)cc1Cl
  1, -0.3, -1, 5, 17, -1, 9, 3, 6, -9
- O=C(CNC(=O)c1ccc(S(=O)(=O)N2CCCC2)cc1)N/N=C/c1ccc(Cl)cc1
  2, 0.4, 0, -2, 72*, -3, 12, 0, 0, -5
